# Assay outcomes from PubChem.
# p97 inhibitor = blocks human p97 ATPase activity. recombinant p97 ATPase, Kinase-Glo ATP luminescence, 3 h. inhibition, % at 8 µM. actives 0.42% (n = 220,000); in the data active means inhibition above about 15%;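 further: 0% = DMSO vehicle and 100% = wells lacking enzyme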
# KLK5 inh = blocks human kallikrein 5 protease activity | Q9Y337 | recombinant hK5, fluorogenic AMC substrate cleavage | inhibition, % at 5 µM | actives 0.59% (n = 210,000);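 active means inhibition of 40% or more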;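 further: 0% = enzyme controls without compound and 100% = no-enzyme blanks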
# Target sequence (Q9Y337 67-293 limits assumed): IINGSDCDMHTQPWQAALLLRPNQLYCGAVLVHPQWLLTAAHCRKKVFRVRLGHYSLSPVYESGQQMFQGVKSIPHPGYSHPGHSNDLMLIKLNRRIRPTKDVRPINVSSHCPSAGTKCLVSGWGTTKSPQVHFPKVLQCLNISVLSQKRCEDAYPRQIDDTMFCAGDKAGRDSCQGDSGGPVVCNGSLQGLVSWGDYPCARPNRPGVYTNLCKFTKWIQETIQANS
# 14-3-3 Bad inh = disrupts binding of bovine 14-3-3 zeta to phospho-Bad peptide | P63103 | TR-FRET 14-3-3zeta/Dy647-pBad peptide displacement, 1 h | inhibition, % at 21.7 µM | actives 0.71% (n = 220,000);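 active means inhibition above about 70%, limit read from the data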;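 further: 0% = full 14-3-3 plus peptide FRET controls and 100% = background without 14-3-3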
# Target sequence (P63103 whole entry, looked up): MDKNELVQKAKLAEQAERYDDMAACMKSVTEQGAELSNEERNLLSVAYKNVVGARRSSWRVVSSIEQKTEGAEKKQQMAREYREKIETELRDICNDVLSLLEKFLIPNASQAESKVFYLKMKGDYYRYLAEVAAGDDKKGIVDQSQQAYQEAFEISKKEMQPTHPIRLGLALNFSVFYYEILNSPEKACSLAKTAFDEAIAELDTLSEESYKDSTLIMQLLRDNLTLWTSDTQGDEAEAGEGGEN
# FXIa inh 1536 = factor XIa (human) inhibition | actives 0.14% (n = 220,000) | inhibition, % at 5 µM | purified FXIa, Boc-Glu-Ala-Arg-AMC fluorogenic substrate | P03951;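 active means inhibition of at least 40%; inactive means inhibition below 40%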;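 further: fluorescence of freed AMC excited at 355 nm; 0% = enzyme without compound and 100% = no enzyme blank; many of its hits are not listed in these tables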
# Rad51 HR inh = blocks human Rad51 in homologous recombination; inhibition, % at 10 µM; actives 0.085% (n = 200,000); Q06609; hRad51 DNA strand exchange, fluorescence dequenching;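 active means inhibition above 40% at the single screening dose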;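 further: 0% = DMSO control wells and 100% = blanks with heterologous ssDNA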
# Target sequence (Q06609 whole entry, looked up): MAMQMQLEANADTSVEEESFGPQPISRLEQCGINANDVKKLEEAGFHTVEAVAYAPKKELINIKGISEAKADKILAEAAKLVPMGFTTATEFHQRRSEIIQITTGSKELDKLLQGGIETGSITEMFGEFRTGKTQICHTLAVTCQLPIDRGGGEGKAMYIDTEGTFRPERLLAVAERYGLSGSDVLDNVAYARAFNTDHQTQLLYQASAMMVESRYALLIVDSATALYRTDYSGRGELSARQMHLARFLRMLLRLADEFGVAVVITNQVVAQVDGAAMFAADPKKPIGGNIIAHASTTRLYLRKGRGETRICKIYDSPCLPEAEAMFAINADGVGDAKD
#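 Material: Human Rad51 nucleoprotein filaments preassembled on unlabelled ssDNA | Also added: Labelled 47-mer dsDNA for strand exchange | Dosing: Single dose, 10 µM final compound | Schedule: 30-min compound preincubation and 15-min exchange, both room temperature | Technique: Fluorescence dequenching at 485/520 nm | Measure: Percent inhibition relative to plate controls and blanks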
# Mdm2 ligase inh = blocks human Mdm2 ubiquitin ligase activity; Q00987; cell-based MDM2 ubiquitination luciferase reporter, 2 h; 0 = plate control, 100 = twice control, blank-subtracted; signal enhancement, % at 5 µM; actives 0.11% (n = 210,000); AID 1230;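 active means signal enhancement of 30% or more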;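 further: luminescence tracks abundance of the self-degrading MDM2-luciferase fusion protein; higher signal means inhibition of MDM2 E3 ligase activity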
#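 system = mammalian cells stably expressing self-ubiquitinating, self-degrading MDM2 E3–luciferase fusion | quantity = 2000 cells per well seeded | incubation = 4 h cell settling then 2 h compound exposure, 37 °C | signal = SteadyLite luminescence, 15 min reagent step | benchmarks = plate control and blank wells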
# FXIIa inh 1536 = factor XIIa (human) inhibition; AID 800; purified FXIIa, Boc-QGR-AMC fluorogenic substrate, 2 h; inhibition, % at 5 µM; actives 0.3% (n = 220,000); P00748; in the data active means inhibition above about 40%;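 further: 0% = enzyme with no compound and 100% = blank without enzyme; many of its hits are not listed in these tables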
# eIF4E-4G inh = eIF4E/eIF4G interaction inhibition in translation initiation. TR-FRET eIF4E-eIF4GI(517-606) binding, 2 h. inhibition, % at 21.7 µM. actives 0.37% (n = 220,000). AID 782;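 active means inhibition above about 30%, limit read from the data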;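 further: 0% = full FRET control wells and 100% = background wells lacking eIF4GI fragment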
# Wee1 stabilizer = inhibitors of human Wee1 degradation; P30291; HeLa Luc-Wee1K328M stability, luciferase luminescence; 100% = proteasome inhibitor MG132 effect; reporter increase, % at 5 µM; actives 1.2% (n = 220,000);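 active means activation above the mean of all tested compounds plus 3 SD, set per screening run, cut at about 8.8% in these data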;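 further: cells exposed to compound for 20 h before luminescence read; 0% = DMSO alone and 100% = MG132 at 30 µM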
# * hit, by the source's call; / = not tested or not shown; [ ] = remark or other dose.
# Order of values – p97 inhibitor, KLK5 inh, 14-3-3 Bad inh, FXIa inh 1536, Rad51 HR inh, Mdm2 ligase inh, FXIIa inh 1536, eIF4E-4G inh, Wee1 stabilizer
CC(C)c1ccc(NC(=O)Cn2c(=O)oc3cccnc32)cc1
    1, 0, 8, -2, -7, -4, 11, 0, -2
c1cn(CCCNc2ncnc3sc4c(c23)CCC4)cn1
    -4, -4, -14, -6, -11, -8, -7, -2[fluorescence artefact?], -1
CC(C)N(C(=O)Cn1cc(SCC(=O)N2CCCC2)c2ccccc21)C(C)C
    3, -9, -8, -6, 1, -11, 7, 0, -2
CC(=O)Nc1ccc(S(=O)(=O)Oc2cccc(/C=N/N=C3/NC(=O)C(CC(=O)O)S3)c2)cc1 (stereo not drawn)
    0, 3, -5, 1, 1, 4, /, -1, 1
O=C(CNC1CCCC1)Nc1cc(Cl)ccc1[N+](=O)[O-]
    -12, -10, 24, -2, 4, -6, 4, 2, -3
COc1ccc(CCNC(=O)c2nnn(CC(=O)Nc3cccc(F)c3)c2N)cc1OC
    -3, -2, -6, -5, /, -2, 7, 0, 0
Cc1csc2nc(CNC(=O)c3cccc(C(F)(F)F)c3)cn12
    -2, -6, 6, 4, -3, -22, 15, 9, -1
S=c1[nH]nc(COc2ccc(Cl)cc2)n1Cc1ccccc1
    -1, -2, -10, -6, 7, -18, 1, 3, 0
O=C(O)CCN(Cc1ccccc1)S(=O)(=O)c1c(Cl)cccc1Cl
    -5, 20, 8, 12, -3, -14, 18, 1, 1
Cc1ccc(S(=O)(=O)NCCc2nnc3ccc(SCC(=O)Nc4nc(C)cs4)nn23)cc1
    -1, 1, -1, 8, 10, 0, 7, 6[fluorescence artefact?], -4
CC(C)(C)NC(=S)N/N=C/c1cccnc1
    0, -6, -6, -3, 13, -5, 0, -1, 0
CCOc1cc(/C=N/O)ccc1OCc1ccccc1F
    0, -12, 5, 7, 18, -17, 21, -1, 2
Cn1c(O)c(N=Nc2ccc(F)cc2)c2ccccc21
    -3, 0, -10, -6, -14, 3, 13, -1, -1
COc1ccccc1NS(=O)(=O)c1cc(NC(=O)C(C)C)ccc1N1CCCCC1
    2, -4, -9, -3, -1, -8, 3, -2, 7
CCOC(=O)c1ccc(NC(=O)C2CC2)cc1
    7, -4, -3[fluorescence artefact?], -4, /, -21, 6, -3[fluorescence artefact?], 2
O=C(CCl)Nc1cccc2ncccc12
    6, -4, -9, 6, /, 0, 12, -2, 1
Cc1nnc(NC(=O)COc2ccccc2)s1
    5, 5, -3, 3, 6, -11, 12, 5, 0
c1ccc(-c2ccccn2)nc1
    4, -19, 0, -3, 0, /, 4, 0, -4
CCOc1nc2ccccc2nc1C
    5, -2, 2, -1, 3, -13, 22, 6[fluorescence artefact?], -3
CCOC(=O)C(C(=O)OCC)C(Nc1cccc(Br)c1)c1ccccc1 (stereo not drawn)
    -2, -14, -3, 2, -26, 3, 19, 3, 0
O=C(N/N=C/C(Cl)=C\c1ccccc1)c1ccco1
    4, 1, 0, 1, /, -15, 7, 5, 1
S=c1nccc(-c2cccs2)[nH]1
    5, 0, -22, 1, -23, -4, 8, -7, -1
Cc1ccc(S(=O)(=O)N2CCC(=O)N(C(COCc3cccc(Cl)c3)C(C)C)CC2)cc1 (stereo not drawn)
    -7, -14, -1[fluorescence artefact?], -8, 3, /, -1, -6, -2
CC1=C(C(=O)Nc2cc(C)ccc2C)C(c2cccs2)NC(=S)N1 (stereo not drawn)
    8, -27, -6[fluorescence artefact?], 6, -1, -13, 10, 2[fluorescence artefact?], -3
CC1=CC(=O)C=CC1(C)C(Cl)(Cl)Cl (stereo not drawn)
    -1, -8, -2, 8, 3, 2, 13, 1, -1
Cc1ccc(S(=O)(=O)Nc2ccc3c(c2)ncn3C(C)(C)C)cc1
    -2, 1, -10[fluorescence artefact?], 1, -2, -11, -2, 9[fluorescence artefact?], -2
O=C(c1cccnc1)N1N=C(C2CCCCC2)CC1(O)C(F)(F)F (stereo not drawn)
    -2, 2, -10, 17, -3, -10, 14, 0, 3
COC(=O)c1cc(Br)c(=O)n(-c2ccc(F)cc2)c1
    -1, -9, 0, 4, -3, -16, 10, -5, 2
O=C(NC1CCCCC1)C(c1ccc(F)cc1)N(Cc1ccc2c(c1)OCO2)C(=O)c1cnsn1 (stereo not drawn)
    6, -10, 10, 0, -2, -8, 7, -4[fluorescence artefact?], 0
O=C(CN1CCN(S(=O)(=O)c2ccccc2)CC1)NC(=O)NCc1ccco1
    1, -2, -1, -1, /, /, 8, -14, 2
Cc1cccc(OCC(=O)N(Cc2ccc(N(C)C)cc2)C2CCS(=O)(=O)C2)c1 (stereo not drawn)
    6, -2, -6, 21, 4, -13, 5, 2, 1
O=C(CCNC(=O)c1ccccc1Cl)Nc1nnc(C2CC2)s1
    8, 1, -7, 1, 0, -8, 7, -1, -1
CC(C)(C)c1nnc2sc(SCC(=O)c3ccccc3)nn2c1=O
    4, -8, -3, 3, -3, -5, 8, -14, -1
O=C(NCC(=O)N1CC(O)CC1C(=O)N1CCCC1C(=O)OCc1ccccc1)OCc1ccccc1 (stereo not drawn)
    6, -6, -1, -1, 0, 1, -3, -2, -3
CC(C)NC(=O)C1CCN(C(=O)c2cc3sccc3n2Cc2ccc(F)cc2)CC1
    3, -3, -14, -3, -5, -6, 15, 2, -3
CCn1nnnc1SCC(=O)c1cc(OC)ccc1OC
    1, -11, -1, 6, -4, -15, 12, -2, 0
O=C(Nc1ccccc1F)Nc1cc(S(=O)(=O)N2CCOCC2)ccc1N1CCCC1
    -3, 1, -11, -3, 6, -4, 8, 0, 1
CN(C)CCNC(=O)/C(=C/c1ccc(-c2ccc(Cl)cc2Cl)o1)NC(=O)c1ccccc1
    -6, -18, -22, -1, -4, -11, 9, 8, -2
COc1cccc(-c2cc(C(=O)N3CCCc4ccccc43)no2)c1
    2, -1, 0, 0, 4, 3, 1, 6, 0
CCOC(=O)c1nnn(CC(=O)NC(=O)Nc2ccc(F)cc2)c1C(=O)OCC
    -2, -28, -9, -10, 1, -10, -6, -8, 2
Cc1occc1C(=O)Nc1cccc(C(=O)O)c1
    -2, -28, 9[fluorescence artefact?], -1, 0, -7, 8, 0[fluorescence artefact?], -1
CC(=O)Nc1ccc(S(=O)(=O)NCC(=O)OCC(=O)NC23CC4CC(CC(C4)C2)C3)cc1
    1, -26, 1, -4, -2, -6, -3, -2, 2
Cc1cc(/C=N/NC(=O)c2cccs2)c(C)n1-c1ccccc1
    4, -11, -11[fluorescence artefact?], -2, 2, -35, 18, -15[fluorescence artefact?], 3
O=C(O)c1ccc2c(=O)n(-c3ccc(F)c(Cl)c3)c(=S)[nH]c2c1
    12, -4, 5, 7, 4, -3, 13, 5, 0
OCCC1CN(Cc2cccn2-c2ncccn2)CCN1Cc1ccc(F)cc1 (stereo not drawn)
    4, 4, 2, 4, /, -4, 9, -4, -2
COCCNc1nnnc2c1sc1nc(N3CCOCC3)c3c(c12)CC(C)(C)OC3
    0, -11, 6, -5, -3, 10, 4, 0, -2
COC(=O)NCCOc1nc(N(C)C)nc(N(C)C)n1
    4, 8, 2, 1, -1, 1, 16, 7, -2
O=C(NCCCN1CCOCC1)c1ccc(Sc2cccc(Cl)c2)c([N+](=O)[O-])c1
    2, -21, -18[fluorescence artefact?], 6, -3, -8, 11, -3, -1
Cc1cc(C#N)c(C)n1-c1cc(S(=O)(=O)N2CCOCC2)ccc1N1CCCC1
    -3, -30, 10, 9, 1, -12, 18, 6, -2
CCCc1ccc(-c2c(C)sc(N)c2C#N)cc1
    3, 3, 11[fluorescence artefact?], 1, 6, -15, -2, 0[fluorescence artefact?], 2
CCn1c(COc2ccccc2)nnc1SCC(=O)CC(=O)Nc1ccccc1OC
    -1, -12, -8, 3, -3, -3, 10, -8, -2
CN(c1ncc(C(F)(F)F)cc1Cl)N1C(=O)C2ONC3(C(=O)CC(C)(C)CC3=O)C2C1=O (stereo not drawn)
    1, -4, -15, -1, -4, -3, 8, -3, 3
CCn1cc(C(=O)N2CCN(C3CCCCC3)CC2)c2cc(OC)c(OC)cc2c1=O
    -8, 3, -1, 5, 10, 0, 6, -5, -2
CC12c3ccccc3C(c3ccccc31)C1C(=O)N(c3ccncc3)C(=O)C12 (stereo not drawn)
    1, 3, -10, 0, -4, 2, 6, -2, -2
COC(=O)c1[nH]c2cc(OC)ccc2c1NC(=O)CCN1CCSCC1
    2, -20, 3[fluorescence artefact?], 4, 1, -10, 14, -1, -2
Cc1nsc(Nc2ccc([N+](=O)[O-])cc2)c1C#N
    1, -1, -18, -1, 2, -6, 10, 3, -6

# Twelve entries already listed, ordered by molecular weight, smallest number first:
# Order of values – p97 inhibitor, KLK5 inh, 14-3-3 Bad inh, FXIa inh 1536, Rad51 HR inh, Mdm2 ligase inh, FXIIa inh 1536, eIF4E-4G inh, Wee1 stabilizer
S=c1nccc(-c2cccs2)[nH]1
    5, 0, -22, 1, -23, -4, 8, -7, -1
CC1=CC(=O)C=CC1(C)C(Cl)(Cl)Cl (stereo not drawn)
    -1, -8, -2, 8, 3, 2, 13, 1, -1
Cc1nsc(Nc2ccc([N+](=O)[O-])cc2)c1C#N
    1, -1, -18, -1, 2, -6, 10, 3, -6
Cn1c(O)c(N=Nc2ccc(F)cc2)c2ccccc21
    -3, 0, -10, -6, -14, 3, 13, -1, -1
O=C(N/N=C/C(Cl)=C\c1ccccc1)c1ccco1
    4, 1, 0, 1, /, -15, 7, 5, 1
COC(=O)NCCOc1nc(N(C)C)nc(N(C)C)n1
    4, 8, 2, 1, -1, 1, 16, 7, -2
CCn1nnnc1SCC(=O)c1cc(OC)ccc1OC
    1, -11, -1, 6, -4, -15, 12, -2, 0
O=C(c1cccnc1)N1N=C(C2CCCCC2)CC1(O)C(F)(F)F (stereo not drawn)
    -2, 2, -10, 17, -3, -10, 14, 0, 3
O=C(CCNC(=O)c1ccccc1Cl)Nc1nnc(C2CC2)s1
    8, 1, -7, 1, 0, -8, 7, -1, -1
CC(C)N(C(=O)Cn1cc(SCC(=O)N2CCCC2)c2ccccc21)C(C)C
    3, -9, -8, -6, 1, -11, 7, 0, -2
O=C(CN1CCN(S(=O)(=O)c2ccccc2)CC1)NC(=O)NCc1ccco1
    1, -2, -1, -1, /, /, 8, -14, 2
CCn1c(COc2ccccc2)nnc1SCC(=O)CC(=O)Nc1ccccc1OC
    -1, -12, -8, 3, -3, -3, 10, -8, -2
